Screens as filed in PubChem.
PNC assembly inh – High Content Assay for Compounds that inhibit the Assembly of the Perinucleolar Compartment | PC3M PTB-GFP, PNC prevalence imaging, 16 h; active compounds read low | activity change (PNC), negative = inhibition, % at 10 µM | 3.1% of 140,000 active | AID 2417, 2010;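 active = readout at or below -70, meaning at least 70% loss of cells showing the perinucleolar compartment, a nuclear body marking cancer cells; inconclusive = readout between -30 and a set limit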;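 note: plate controls were DMSO wells for no effect and camptothecin positive control wells for full effect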
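Compounds are pinned in duplicate onto adhered PC3M cells stably expressing GFP-tagged PTB and incubated 16 h at 37 C. Cells are then fixed, nuclei stained with Hoechst, and PNC-positive cells counted.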
IMPase cell inh – qHTS Assay for Identifying the Cell-Membrane Permeable IMPase Inhibitors; 120,000 tested, under 10 active; CHO-M1 cells, IP1 accumulation, HTRF TR-FRET ratio; inhibition (IP1 accumulation), % at 46.1 µM; Inositol monophosphatase 1 (Rattus norvegicus), P97697; active = well fitted curve in the direction sought with a large enough effect in the signal ratio, not every such curve was filed as active; inconclusive = small, poorly fitted or top-dose-only effect, or a change in a side signal; inactive = no such curve, though single readings can be large or run the other way; the % refers to the signal ratio;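 note: cells stimulated with carbachol in lithium chloride buffer; plate controls were DMSO basal wells for no effect and reference inhibitor wells for full effect; higher means more IMPase inhibition seen as more IP1 and lower FRET ratio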
Target sequence (P97697 whole entry, looked up): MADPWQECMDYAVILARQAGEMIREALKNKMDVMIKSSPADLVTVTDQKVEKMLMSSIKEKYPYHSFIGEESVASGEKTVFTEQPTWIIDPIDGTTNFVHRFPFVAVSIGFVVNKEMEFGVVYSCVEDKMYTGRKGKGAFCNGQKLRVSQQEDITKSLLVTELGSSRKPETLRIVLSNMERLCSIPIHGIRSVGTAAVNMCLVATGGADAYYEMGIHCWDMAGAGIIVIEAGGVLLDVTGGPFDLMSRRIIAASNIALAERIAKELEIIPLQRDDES
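Measured: the HTRF emission ratio (665/620 nm) plus the 620 nm donor channel, each fitted to the Hill equation to give AC50. Cells were CHO-M1 given compounds up to 46 uM and a 30 min carbachol stimulation at 37C.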
ALOX12 inhib – qHTS Assay for Inhibitors of 12-hLO (12-human lipoxygenase). 0.12% of 150,000 active. purified 12-hLO, xylenol orange hydroperoxide absorbance. Polyunsaturated fatty acid lipoxygenase ALOX12 (Homo sapiens), P18054. Potency, µM (titrated, usually from 57.1 µM), for the others: top-dose activity change, negative = inhibition, actives largely listed as inhibitors; note: potency is the fitted concentration of half-maximal effect; nearly all actives have a fitted effect of over 55% in size; many of its hits are not listed in these tables
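Xylenol orange chromogenic assay: hydroperoxide from 12hLO oxidises Fe(II), giving red-shifted Fe(III)-XO absorbance. Conditions: 150 nM enzyme, 40 uM arachidonic acid, 25 mM Hepes pH 7.0, 0.01% Triton X-100, 30 min, room temperature.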
ALOX15B inhib – qHTS Assay for Inhibitors of 15-hLO-2 (15-human lipoxygenase 2). Polyunsaturated fatty acid lipoxygenase ALOX15B (Homo sapiens), O15296. purified 15hLO-2, xylenol orange hydroperoxide absorbance. Potency, µM (titrated, usually from 57.1 µM), for the others: at the highest dose activity change, negative = inhibition, actives largely listed as inhibitors. 0.56% of 110,000 active; note: potency is the fitted concentration of half-maximal effect; nearly all actives have a fitted effect of over 60% in size; many of its hits are not listed in these tables
Target sequence (O15296 whole entry, looked up): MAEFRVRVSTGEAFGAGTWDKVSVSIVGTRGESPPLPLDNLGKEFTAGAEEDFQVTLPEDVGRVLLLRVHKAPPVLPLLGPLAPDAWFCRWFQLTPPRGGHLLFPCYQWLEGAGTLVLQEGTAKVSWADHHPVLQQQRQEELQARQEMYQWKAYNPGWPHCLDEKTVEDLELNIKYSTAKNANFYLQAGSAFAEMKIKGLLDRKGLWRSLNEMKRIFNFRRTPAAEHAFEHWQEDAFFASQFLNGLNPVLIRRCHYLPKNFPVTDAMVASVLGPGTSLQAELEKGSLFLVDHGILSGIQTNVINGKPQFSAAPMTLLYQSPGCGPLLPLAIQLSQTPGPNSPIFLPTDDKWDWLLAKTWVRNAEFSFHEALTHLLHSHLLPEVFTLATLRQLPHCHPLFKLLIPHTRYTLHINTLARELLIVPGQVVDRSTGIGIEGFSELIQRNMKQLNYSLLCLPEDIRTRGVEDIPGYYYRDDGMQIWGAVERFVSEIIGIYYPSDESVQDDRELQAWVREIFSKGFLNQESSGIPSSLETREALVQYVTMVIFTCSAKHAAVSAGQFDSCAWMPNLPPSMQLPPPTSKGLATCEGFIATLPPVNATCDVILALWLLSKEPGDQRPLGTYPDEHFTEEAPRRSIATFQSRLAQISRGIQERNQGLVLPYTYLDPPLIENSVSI
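Read-out: hydroperoxide product oxidises ferrous iron, measured as xylenol orange complex via the 573-to-405 nm absorbance ratio after 30 min. Reaction: 50 nM enzyme, 15 min compound preincubation, 45 uM arachidonic acid, 90 min RT, Hepes pH 7.5 with Triton X-100.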
An asterisk follows results filed as active; ? = inconclusive; / = no result given; [ ] = dose if it differs, or a comment. Unless noted, calls come from the whole dose curve; as a rule, active = well fitted curve in the direction sought with a large enough effect; inconclusive = small, poorly fitted or top-dose-only effect, or another doubt; inactive = no such curve, though single readings can be large; an effect the other way counts as inactive or inconclusive. Unless noted, % is set by controls: 0 for no effect and ±100 for the full control effect.

PNC assembly inh | IMPase cell inh | ALOX12 inhib | ALOX15B inhib | Structure
31 | / | -7% | / | Cn1cccc1CC(=O)NNC(=S)Nc1ccc(Cl)cc1
/ | / | 1%[11.4 µM] | -5%[11.4 µM] | NCCc1nc(-c2nc(C(=O)O)cs2)cs1
-17 | -8 | -6% | -6% | CCSC1=C(C#N)C(c2ccc(C)s2)CC(=O)N1 (centres undefined)
? | 8 | -5% | 5% | Cc1ccc(C(C(=O)NC2CCCC2)N(Cc2ccc(F)cc2)C(=O)c2csnn2)o1 (centres undefined)
24 | 8 | -5% | -3% | CCOC(=O)c1cc(NC(=O)c2c(C)noc2C)cc(C(=O)OCC)c1
-3 | 4 | -2% | 0% | CCCC1(CCC)NC(=O)N(CC(=O)Nc2cccc(OC)c2)C1=O
36 | -12 | -5% | -2% | N#Cc1nc(-c2ccccc2Cl)oc1N1CCCCC1
-29 | 0 | -4% | / | COc1cc(NC(=O)c2ccccc2[N+](=O)[O-])ccc1NC(=O)C(C)C
19 | 0 | 6% | 0% | COc1cccc(NC(=O)N2CCCC2C(=O)NC(C)C)c1 (centres undefined)
-6 | / | -17% | / | CCc1ccc(-n2c(C)cc(/C=N/NC(=O)OC)c2C)cc1
46 | 4 | 2% | / | Clc1ccccc1CNc1ncnc2nc[nH]c12
21 | 5 | 2% | 9% | O=C(c1cccc(S(=O)(=O)NCc2ccccc2)c1)N1CCN(Cc2ccccc2)CC1
-28 | 0 | -5% | -5% | CCn1nnc(NC(=O)c2c(OC)cccc2OC)n1
28 | -9 | 13% | 3% | C[C@H](N)c1nnc(SCC(=O)N(C)C)o1
/ | / | -1%[11.4 µM] | 3%[11.4 µM] | Clc1ccc(CN2CCCN(Cc3ccc(Cl)cc3)C2c2cc3ccccc3c3ccccc23)cc1
? | -6 | -10% | -16% | Cc1ccc2c(c1)c1c(n2CC(O)Cn2nc(C)c(Br)c2C)C(=O)CCC1 (centres undefined)
-5 | -12 | -1% | / | Cc1cc2ccccc2n2c(SCC(=O)Nc3ccc(S(=O)(=O)N4CCC(C)CC4)cc3)nnc12
-25 | ? | -3% | 0% | Cc1ccc(N(C(=O)Cn2nnc3ccccc32)C(C(=O)NCc2ccco2)c2cccnc2)cc1 (centres undefined)
/ | / | -3% | ? | CCCCCCCCCCCCCCC(C(=O)O)C(O)(CC(=O)OC)C(=O)O (centres undefined)
/ | 5 | -7% | -4% | COc1ccccc1N1CCN(C[C@@H](C(=O)NC(C)(C)C)c2ccccc2)CC1
? | / | -6% | / | CC(CCc1ccccc1)N1CCN(Cc2ccccc2)CC1 (centres undefined)
23 | 20 | -4% | 14% | CCOC(=O)c1cnc2c(C)cccc2c1NCc1ccco1
32 | 5 | 5% | -23% | O=C(Cn1nnc2ccccc21)N/N=C\C=C\c1ccccc1
-8 | -2 | 15% | 11% | CCCCN1C(=O)C(O)=C(C(C)=O)C1c1ccc(OC)cc1OC (centres undefined)
23 | 0 | -17% | -13% | CCCCCSc1nnc(-c2cc(Br)ccc2N)c(=O)[nH]1
41 | -3 | -2% | -1% | COC(=O)CN(C(=S)Nc1ccccc1)C1CC(=O)N(c2ccc(OC)cc2)C1=O (centres undefined)
/ | / | 2% | -2% | COCC(=O)N1CCC2(CC1)CN(C(=O)Nc1cccc(C#N)c1)C2
17 | 1 | 12% | 0% | FC(F)(F)c1cc(-c2cccs2)nc(-n2cc(Cl)cn2)n1
-16 | -11 | 1% | / | CCOc1ccc(-c2csc(Cn3c(CN4CCN(C)CC4)nc4ccccc4c3=O)n2)cc1
15 | / | -1% | / | COc1ccccc1N1CCN(CCCCOc2cccc3ccccc23)CC1
44 | -11 | -20% | ? | COc1ccc(Cl)cc1-c1n[nH]c(=S)n1C1CCCCC1
? | -1 | 2% | 5% | CCOC(=O)C1C(=O)NC(C)C1c1ccccc1 (centres undefined)
-119* | 3 | -3% | / | O=C(CN1C(=O)c2ccccc2S1(=O)=O)NCc1ccccc1Cl
-14 | -6 | -2% | -7% | Cc1cccc(NC(=S)NC(NC(=O)OCc2ccccc2)C(Cl)(Cl)Cl)c1 (centres undefined)
-13 | 7 | 3% | 3% | C=CCOc1ccc2c(c1)C(=NO)c1cc(OCC=C)ccc1-2
90 | -4 | -4% | / | Cc1ccc(OCC(=O)N/N=C/C=C/c2ccco2)cc1C
5 | 15 | -12% | -12% | CC1CN(S(=O)(=O)c2ccc(NC(=O)c3cc(-c4ccccc4O)n[nH]3)cc2)CC(C)O1 (centres undefined)
8 | / | -1% | / | CSc1cnn(Cc2ccccc2)c(=O)c1SCc1ccccc1
-9 | 8 | -2% | / | Cn1c2c(c(=O)n(C)c1=O)[C@@]1(C(=O)Nc3ccccc31)C(C#N)=C(N)O2
-8 | -2 | -9% | / | Cc1cccc(C(=O)c2c(N)sc3c2CCCC3)c1

Single records, from the list above.
Entry for Clc1ccc(CN2CCCN(Cc3ccc(Cl)cc3)C2c2cc3ccccc3c3ccccc23)cc1 = PNC assembly inh: /; IMPase cell inh: /; ALOX12 inhib: -1%[11.4 µM]; ALOX15B inhib: 3%[11.4 µM]
Entry for CSc1cnn(Cc2ccccc2)c(=O)c1SCc1ccccc1 = PNC assembly inh: 8; IMPase cell inh: /; ALOX12 inhib: -1%; ALOX15B inhib: /

Carrying on.
PNC assembly inh | IMPase cell inh | ALOX12 inhib | ALOX15B inhib | Structure
28 | -4 | -2% | / | Cn1c(NC(=O)CC(C)(C)C)cc(=O)n(C)c1=O
5 | -9 | -11% | -4% | CC1CCN(c2oc(-c3ccccc3F)nc2C#N)CC1
? | ? | -4% | 0% | CCCCNC(=O)CN1C(=O)C(CC)Oc2ccc(Cl)cc21 (centres undefined)
15 | -3 | -1% | -20% | COC(=O)c1c(NC(=O)c2ccc(Br)s2)sc2c1CCC2
73 | ? | 2% | 8% | COc1ccc(Cl)cc1NC(=O)NCCCl
8 | / | 6% | / | O=C(NCCC1=CCCCC1)C(=O)NCc1ccccc1
29 | 0 | 1% | -2% | O=C1NCCNC1(c1c[nH]c2ccccc12)C(F)(F)F (centres undefined)
11 | ? | -3% | -3% | CCCOC(=O)C1[C@H]2C(=O)N(CC3CCCO3)C[C@]23C=C[C@H]1O3 (some centres undefined)
-9 | 6 | 0% | / | CC(=O)Nc1cccc(Oc2ncnc3scc(-c4ccccc4)c23)c1
-30 | 0 | -5% | -6% | O=C(Nc1ncccc1O)c1cccc(S(=O)(=O)N2CCc3ccccc32)c1
2 | 0 | 1% | / | CCn1c(O)c(N=NC(=O)c2cccc(S(=O)(=O)N3CCCCC3)c2)c2ccccc21
-29 | -9 | 0% | 10% | C/C(Nc1ccccc1)=C(/C#N)C(N)=O
/ | / | 0%[11.4 µM] | -12%[11.4 µM] | OCCN[C@@H]1c2cc(Cl)ccc2-c2c(Cl)cc(Cl)cc21
/ | / | -4%[11.4 µM] | -5%[11.4 µM] | O=C1CC[C@H](NC(=O)c2ccccc2)C(=O)N1
? | / | -1% | / | CCC(C)NC(=O)CSc1nc2scc(-c3ccccc3)c2c(=O)[nH]1 (centres undefined)
/ | / | 1% | -1% | O=c1c(CCc2ccccc2)nc2cnc(N3CCOCC3)nc2n1Cc1ccc(F)cc1
/ | / | -5% | 0% | Cn1c(=O)c(-c2ccccc2)nc2cnc(Oc3ccccc3)nc21
? | 0 | 0% | -2% | CCC1(C(=O)OC)NC(c2ccccc2OC)C2C(=O)N(C)C(=O)C21 (centres undefined)
-29 | 7 | -7% | -8% | COc1ccc(C2C(C(=O)c3sc(C)nc3C)=C(O)C(=O)N2CCN(C)C)cc1 (centres undefined)
? | -3 | -1% | 4% | CCOC(=O)c1ccc(NC(=O)C(=O)NCc2ccncc2)cc1
/ | / | -2% | -3% | CCCn1c(C)nc2c(NCCN3CCOCC3)nc(C)nc21
-16 | -1 | 0% | -1% | CCOc1ccc(NC(=O)CSc2nnc(-c3ccncc3)n2CC2CCCO2)cc1 (centres undefined)
32 | 1 | 2% | -7% | CCN(CC)CCN1C(=O)C(O)=C(C(C)=O)C1c1ccc(OC)c(OC)c1 (centres undefined)
46 | -5 | 1% | / | Cc1cc2cc3c(cc2nc1SCc1ccc(C(=O)O)cc1)OCCO3
? | 0 | -10% | -6% | CCN(CC)CCCN1C(=O)C(=O)/C(=C(/O)c2ccc(C)cc2)C1c1ccccn1 (centres undefined)
? | / | 4% | / | C/C(=N\OCC(=O)Nn1c(C)nc2ccccc2c1=O)c1ccccc1
? | / | 4% | / | CCc1ccccc1NC(=O)Cn1cccc1C1=NC(c2ccccc2)CO1 (centres undefined)
1 | / | 2% | / | COc1cc(C(=O)O/N=C(\N)c2ccc([N+](=O)[O-])cc2)cc(OC)c1OC
/ | / | ? | -5% | O=C(/C=C/c1ccc(O)cc1)c1ccccc1O
39 | 5 | 6% | 10% | Cc1ccc(C(=O)Nc2ccc(F)cc2F)o1
-17 | -5 | 2% | -2% | CC(C)c1cc(C(F)(F)F)n2nc(C(=O)O)cc2n1
-24 | 15 | -3% | / | CCN(CC)c1ccc(NC(=O)Cn2ncc3c(C)n(Cc4ccccc4F)c(C)c3c2=O)c(C)c1
-22 | 0 | 2% | 4% | CN(CC(=O)NC1CCCCCC1)S(=O)(=O)c1ccc2c(c1)n(C)c(=O)c(=O)n2C
-11 | -7 | -6% | ? | CC(Sc1sc(=S)sc1SC(C)C(=O)O)C(=O)O (centres undefined)
9 | -2 | -5% | 7% | COc1ccc(S(=O)(=O)N(CCc2ccccc2)CC(=O)NCCCO)cc1
16 | -4 | -5% | -28% | NC(=O)/C=C\C(=O)Nc1cccc(C(F)(F)F)c1
-16 | 3 | -4% | 12% | Clc1ccc(OCc2nn3c(C4CCCCC4)nnc3s2)cc1
25 | 7 | -9% | / | CCOc1ccc(-c2nc(C#N)c(NCc3ccc4c(c3)OCO4)o2)cc1
-8 | 12 | -8% | 14% | Cc1cccc(C(=O)c2cnc3ccccc3c2-c2ccccc2)c1
2 | 6 | ? | -20%[2.29 µM] | O=c1ccc2cc3c([nH]c4ccc(Br)cc43)oc-2c1O
-1 | -9 | -13% | -1% | Cc1ccc(S(=O)(=O)N2CCC(C(=O)N3CCC[C@H]3C(=O)NCc3ccco3)CC2)cc1
17 | -1 | -4% | 6%[2.29 µM] | CCCC(=O)Nc1nnc(Sc2ccc(N(C)C)cc2)s1
-20 | 4 | -13% | -3% | O=C(CSc1nccc(=O)[nH]1)Nc1ccc(Br)c(Cl)c1
24 | 9 | -4% | -6% | O=C(Nc1ccc(S(=O)(=O)NCCc2ccccc2)cc1)c1ccc(Br)o1

Among those listed so far, these have an aryl thioether with sulfur outside any ring:
PNC assembly inh | IMPase cell inh | ALOX12 inhib | ALOX15B inhib | Structure
28 | -9 | 13% | 3% | C[C@H](N)c1nnc(SCC(=O)N(C)C)o1
-5 | -12 | -1% | / | Cc1cc2ccccc2n2c(SCC(=O)Nc3ccc(S(=O)(=O)N4CCC(C)CC4)cc3)nnc12
23 | 0 | -17% | -13% | CCCCCSc1nnc(-c2cc(Br)ccc2N)c(=O)[nH]1
8 | / | -1% | / | CSc1cnn(Cc2ccccc2)c(=O)c1SCc1ccccc1
? | / | -1% | / | CCC(C)NC(=O)CSc1nc2scc(-c3ccccc3)c2c(=O)[nH]1 (centres undefined)
-16 | -1 | 0% | -1% | CCOc1ccc(NC(=O)CSc2nnc(-c3ccncc3)n2CC2CCCO2)cc1 (centres undefined)
46 | -5 | 1% | / | Cc1cc2cc3c(cc2nc1SCc1ccc(C(=O)O)cc1)OCCO3
-11 | -7 | -6% | ? | CC(Sc1sc(=S)sc1SC(C)C(=O)O)C(=O)O (centres undefined)
17 | -1 | -4% | 6%[2.29 µM] | CCCC(=O)Nc1nnc(Sc2ccc(N(C)C)cc2)s1
-20 | 4 | -13% | -3% | O=C(CSc1nccc(=O)[nH]1)Nc1ccc(Br)c(Cl)c1

An excerpt. The share of hits here may be higher or lower than overall.
